Source: PubChem (National Center for Advancing Translational Sciences (NCATS))
Abeta yeast res: qHTS for compounds that reverse cellular toxicity of Amyloid beta (A-beta) peptide in yeast: Primary Screen. Potency, µM (doses to about 46.1 µM), without a hit: top-dose growth rescue, actives largely listed as activators. yeast expressing A-beta42, growth rescue, OD600, 48 h; response scale: 0% DMSO, 100% iron-clioquinol control. 410,000 tested, 0.063% active. AID 1347071, 2019; also: potency is read from the fitted curve at half-maximal effect; nearly all actives have a fitted effect of over 55% in size
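Yeast A-beta toxicity model in growth medium with pinned compounds, 48 h at 30 C; growth read as absorbance at 600 nm. Normalized to FeCl3/clioquinol equimolar mix (positive) and DMSO (negative).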
PTHR1 agonist: qHTS for PTHR1 Agonists: Primary Screen; Parathyroid hormone/parathyroid hormone-related peptide receptor (Homo sapiens), Q03431; HEK293 GP2 PTHR1 cells, GloSensor cAMP luminescence, 1 h; Potency, µM (top dose mostly 115 µM), for inactives: at the top dose activation, actives largely listed as activators; 410,000 tested, 0.075% active; also: potency is read from the fitted curve at half-maximal effect; nearly all actives have a fitted effect of over 55% in size; some results filed as inactive show a strong effect at the top dose; inactives centre near -15; many of its hits are not listed in these tables
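HEK-293-derived GP2 cells expressing PTHR1 and a GloSensor cAMP reporter, 3,000/well, plated overnight, given luciferin plus IBMX (each 0.5 mM as added) for 1 h at 37 °C, then compound for 1 h at 37 °C. Luminescence was read after 15 min at room temperature.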
DRD3 antagonist: qHTS of D3 Dopamine Receptor Antagonist: qHTS | D3R cells, DiscoveRx beta-arrestin luminescence, antagonist mode; active compounds read low | max response, negative = inhibition, % | 360,000 tested, 2.5% active; in the data active = max response below about -50%; inconclusive = no clear call, values can overlap the other calls; also: % is scaled to controls: 0 for no effect and ±100 for the full control effect; mostly tested at two doses, the higher about 12 µM
Target sequence (P35462 whole entry, looked up): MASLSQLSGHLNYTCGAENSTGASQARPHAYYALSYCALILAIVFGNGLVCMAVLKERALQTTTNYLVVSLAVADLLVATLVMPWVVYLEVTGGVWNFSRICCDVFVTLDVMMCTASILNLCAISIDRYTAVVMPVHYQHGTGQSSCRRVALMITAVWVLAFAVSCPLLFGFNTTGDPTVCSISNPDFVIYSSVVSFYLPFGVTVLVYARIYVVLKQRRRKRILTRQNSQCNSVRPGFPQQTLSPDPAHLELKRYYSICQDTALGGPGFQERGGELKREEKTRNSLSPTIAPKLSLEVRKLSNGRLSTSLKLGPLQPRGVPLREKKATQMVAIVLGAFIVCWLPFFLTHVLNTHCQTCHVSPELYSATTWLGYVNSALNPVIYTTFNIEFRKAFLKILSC
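Cells expressing the human receptor were seeded at 1500 cells/well, incubated overnight at 37 degrees C in 5% CO2, then exposed to library compounds with dopamine controls for 90 minutes at 37 degrees C before luminescent detection.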
GLP1R inv ag: qHTS of GLP-1 Receptor Inverse Agonists (Inhibition Mode); Glucagon-like peptide 1 receptor (Homo sapiens), P43220; HEK293 GLP-1R CRE-luciferase, luminescence, 24 h; GLP-1R form is constitutively active; Potency, µM (titrated, usually from 38.3 µM), for the others: top-dose activity change, negative = inhibition, most hits filed as inhibitors; 410,000 tested, 1.6% active; also: potency is read from the fitted curve at half-maximal effect; % is scaled to controls: 0 for no effect and ±100 for the full control effect; nearly all actives have a fitted effect of over 55% in size
Target sequence (P43220 whole entry, looked up): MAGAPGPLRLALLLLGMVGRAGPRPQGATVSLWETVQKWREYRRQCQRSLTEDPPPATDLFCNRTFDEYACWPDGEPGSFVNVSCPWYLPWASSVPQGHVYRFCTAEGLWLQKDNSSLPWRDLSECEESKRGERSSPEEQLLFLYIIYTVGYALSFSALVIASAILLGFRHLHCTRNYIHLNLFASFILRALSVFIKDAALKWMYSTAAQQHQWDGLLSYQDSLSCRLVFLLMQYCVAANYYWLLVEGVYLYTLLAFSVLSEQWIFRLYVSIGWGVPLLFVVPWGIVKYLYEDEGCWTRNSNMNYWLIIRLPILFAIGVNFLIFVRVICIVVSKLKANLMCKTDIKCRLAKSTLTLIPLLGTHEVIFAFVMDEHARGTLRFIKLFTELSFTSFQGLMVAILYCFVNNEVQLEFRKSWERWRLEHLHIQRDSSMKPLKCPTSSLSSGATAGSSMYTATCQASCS
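Inverse agonists were sought by their lowering of basal cAMP reporter luciferase output in HEK293 cells stably carrying constitutively active human GLP-1R, after 24 h compound treatment.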
aSyn yeast inh: qHTS of alpha-syn Inhibitors; Yeast expressing alpha-synuclein, growth rescue, BacTiter-Glo, 24 h; Potency, µM (highest dose often 46.1 µM), without a hit: at the top dose growth rescue (activation), hits mostly activators; 370,000 tested, 0.14% active; AID 652106, 2013; also: potency is read from the fitted curve at half-maximal effect; % of control where 0% means no effect; nearly all actives have a fitted effect of over 65% in size
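Rescue of yeast growth: cells expressing toxic alpha-synuclein, induced in galactose at OD600 0.02, incubated with compound 24 h at 30 C. ATP luminescence quantified growth; inhibitors of toxicity appear as activators.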
Akt phos inh: HTS Assay for Inhibitors of Akt Phophorylation: Primary Screen | Neuro2A IGF-stimulated pAkt S473 HTRF, 20 min; active compounds read low | activity change, % for hits at 50 µM | 360,000 tested, 0.32% active | AID 651550, 2012; in the data active = activity change below about -80%; inconclusive = mostly about -51% to -80%; also: % is scaled to controls: 0 for no effect and ±100 for the full control effect
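Neuro2A cells (4,500/well, DMEM with 0.5% FBS) were treated with compound at a single 50 µM final concentration, stimulated with 6 nM IGF for 20 min at 37 °C, and lysed. Phospho-Akt Ser473 was read by HTRF as 665/615 ratio ×10^4.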
TDP43 rescue: qHTS of TDP-43 Inhibitors. TDP-43 expressing yeast growth rescue, BacTiter-Glo, 24 h. Potency, µM (doses to about 46.1 µM), for inactives: at the highest dose growth rescue (activation), usual class: activators. 410,000 tested, 1.8% active. AID 652104, 2013; also: potency is read from the fitted curve at half-maximal effect; % of control where 0% means no effect; nearly all actives have a fitted effect of over 50% in size
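Yeast expressing TDP-43 (pregrown in raffinose, seeded at OD600=0.02 in galactose medium) exposed to compounds 24 hr at 30 deg C. Growth read by BacTiter-Glo luminescence; rescue of toxicity appears as increased signal.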
GLP-1R agonist: qHTS of GLP-1 Receptor Agonists; Glucagon-like peptide 1 receptor (Homo sapiens), P43220; HEK293 GLP-1R CRE-luciferase, luminescence, 4-6 h; cells express a hypersensitive GLP-1R form; Potency, µM (series often up to 45.6 µM), inactives show at the top dose activation, hits mostly activators; 380,000 tested, 0.007% active; AID 624172, 2012; also: potency is read from the fitted curve at half-maximal effect; % of control where 0% means no effect
FUS suppressor: qHTS for Suppressors of FUS Proteinopathy: Primary screen using FUS-linked yeast assay | S. cerevisiae FUS-expressing, growth rescue, OD600, 24 h | Potency, µM (highest dose often 76.6 µM), without a hit: at the highest dose growth rescue (activation), actives largely listed as activators | 390,000 tested, 0.24% active | AID 1347120, 2019;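 also: potency is read from the fitted curve at half-maximal effect; plate controls were DMSO vehicle for no effect and reference control for full effect; nearly all actives have a fitted effect of over 55% in size; some results filed as inactive show a strong effect at the top dose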
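Cultures pregrown in 2.5% raffinose medium are shifted to minimal medium containing 2% galactose to express toxic FUS. Compounds are tested at several concentrations. After 24hr at 30C, growth is quantified at 600 nm absorbance.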
* = called active by the depositor; i = inactive; ? = inconclusive; . = no result given; [ ] = dose if it differs, or a comment. Unless noted, calls follow the shape of the dose curve; as a rule, active = well fitted curve in the direction sought with a large enough effect; inconclusive = small, poorly fitted or top-dose-only effect, or another doubt; inactive = no such curve, though single readings can be large; an effect the other way counts as inactive or inconclusive.

smiles	Abeta yeast res	PTHR1 agonist	DRD3 antagonist	GLP1R inv ag	aSyn yeast inh	Akt phos inh	TDP43 rescue	GLP-1R agonist	FUS suppressor
Cc1cc(S(=O)(=O)Nc2c(C(=O)O)[nH]c3ccccc23)ccc1F	22%	-9%[57.5 µM]	-26	-1%	9%	i	4%	-1%	13%
Cc1ccc(CNc2ncnc(N)c2[N+](=O)[O-])cc1	-8%	-7%	9	1%	6%	i	-4%	?	-8%
CC(C)N(C(=O)c1ccc(-c2ccccc2F)cc1)C(C)C	-9%	-14%	9	?	7%	i	19%	17%	16%
CCOc1ccc(-n2c(O)c(/C=N/Nc3nc(C)cc(C)n3)c3ccccc3c2=O)cc1	0%	i	-56*	16%	-7%	i	17%	1%	8%
CC(=O)C1=C(c2ccc(Cl)c(Cl)c2)N(C(C)=O)n2c(nnc2-c2ccccc2)S1	10%	i	.	13%	.	.	27%	.	-9%
COc1ccc(S(=O)(=O)NC(C)C(=O)NCc2cccnc2)cc1C (stereo unspecified)	1%	-36%[inhibitor]	-14	4%	-3%	i	3%	8%	9%
Cc1ccc2nc(-c3ccc4c(c3)OCCO4)cc(C(=O)O)c2c1	-7%	-13%[57.5 µM]	?	-8%	-2%	i	-5%	-9%	9%
CCOc1ccc(C(=O)NCc2ccc3c(c2)CCN3C(=O)c2ccc(Cl)cc2)cc1	-11%	?	.	5%	.	.	-4%	.	-12%
CC(=O)c1ccc(NC(=O)c2ccc(CNc3c(N4CCCC4)c(=O)c3=O)cc2)cc1	-16%	-5%	11	10%	-3%	i	-24%	-3%	3%
Cc1sc2nc(CSC(C)C(=O)N3CCOCC3)[nH]c(=O)c2c1C (stereo unspecified)	-2%	-3%	1	21%	-4%	i	3%	-4%	-12%
Cc1ccc(CCNC(=O)Cn2ncc3c([nH]c4ccc(C)cc43)c2=O)cc1	-10%	8%	.	-3%	.	.	-1%	.	-2%
Cc1c(Cl)c(C(F)(F)F)nn1CC(=O)N1CCSCC1	15%	i	4	0%	0%	i	5%	0%	-3%
CC(C)c1ccc(CNNC(=O)c2ccccc2)cc1	.	-18%	-6	-32%	2%	i	6%	16%	-14%
Cc1ccc(S(=O)(=O)N2CCC(C(=O)OCC(=O)N(C)C3CCCCC3)CC2)cc1C	19%	-27%	1	16%	1%	i	48%	-1%	22%
Fc1ccccc1/C=N/Nc1nn[nH]n1	-14%	i	-18	5%	-3%	i	15%	-9%	18%
COc1cc(NC(=O)[C@@H](NC(=O)N2CCn3c2nc2ccccc23)C(C)C)cc(OC)c1	1%	i	-4	10µM*	-1%	i	-1%	6%	?
CCOC(=O)c1[nH]c(C)c(CN(CCc2ccccc2)S(C)(=O)=O)c1C	-14%	-30%[inhibitor]	34	19%	3%	i	9%	2%	-11%
COc1cccc(C(=O)N2CCCN(C)CC2)c1OC	3%	i	21	4%	-2%	i	-3%[1.82 µM]	19%	9%
C=CCn1c(SCC(=O)NC2CC2)nnc1-c1ccccn1	4%	i	9	0%	6%	i	10%	-6%	1%
Cc1nc(NS(=O)(=O)c2ccccc2)sc1NC(=O)Nc1ccccc1	10%	-7%	1	?	0%	i	1%	3%	15%
S=C(NCc1ccc(Cl)cc1)Nc1ccc(Cl)cc1Cl	-3%	-65%[inhibitor]	-16	?	-8%	i	0%	-18%	-15%
Nc1nc(-c2ccc(Br)cc2)cc(C(F)(F)F)n1	6%	-7%	-15	5%	-1%	i	9%	-11%	4%
COc1ccc(OC)c(-n2nnc3c(sc4nc(C)c(Br)c(C)c43)c2=O)c1	-12%	-9%	.	-19%	.	.	15%	.	3%
COc1ccccc1CNC(=O)CSc1nc(-c2ccccc2)cn1N	11%	i	-10	0%	-9%	i	18%	16%	27%
C[C@H](NC(=O)c1ccc(Br)cc1)C(=O)NCc1ccc(S(N)(=O)=O)cc1	-4%	i	0	23%	-10%	i	-14%	1%	13%
CCOC(=O)/C(C#N)=C/c1c(Oc2cccc(C)c2)nc2ccccn2c1=O	6%	-54%[inhibitor]	-6	10%	-1%	i	7%	0%	6%
CCn1c(SCC(=O)N2CCCC2)nnc1-c1ccco1	-9%	i	12	32%[activator]	1%	i	-30%[inhibitor]	1%	-16%
Cn1nc(C(=O)OCc2ccc(F)cc2)c2ccccc2c1=O	-14%	-62%[inhibitor]	3	8%	1%	i	?	28%	-24%
COC(=O)c1cc(C(=O)Nc2ccc(S(N)(=O)=O)cc2)cc([N+](=O)[O-])c1	3%	-11%	-22	1%	7%	i	.	-2%	7%
COc1ccc2oc3cc(C)[n+]([O-])c(-c4ccc(Cl)cc4)c3c2c1	-23%	i	19	0%	?	i	?	2%	.
CCOC(=O)Cn1nnnc1C(C(C)C)N(Cc1cc2c(C)cc(C)cc2[nH]c1=O)C1CCCC1 (stereo unspecified)	11%	i	8	?	3%	i	13%	-9%	?
COc1ccc(-c2nc(S(=O)(=O)c3ccccc3)c(N3CCCCC3)o2)cc1	-9%	-3%	.	-19%	.	.	4%	.	-10%
CCCC1(C)Nc2ccccc2-c2nc3ccccc3n21 (stereo unspecified)	-6%	-34%[inhibitor]	13	0%	-5%	i	-20%	-5%	1%
COc1ccc(S(=O)(=O)N2CCOCC2)cc1NC(=O)CNC(=O)c1cccs1	16%	-19%	8	12%	0%	i	7%	1%	19%
C/C(Cc1ccccc1)=N\NC(=O)CNC(=O)Cc1ccc(Cl)cc1	2%	-5%	8	13%	0%	i	6%	-1%	-11%
COC(=O)c1ccc(NC(=O)c2cccc(NC(=O)c3ccco3)c2)cc1	-8%	i	-18	5%	3%	i	12%	2%	5%
Cc1nnc(NC(=O)c2ccccc2C(=O)O)s1	0%	i	6	-4%	1%	i	8%	7%	13%
COc1ccccc1CCC(=O)NNC(=O)c1ccc(Br)cc1	1%	i	8	9%	2%	i	3%	8%	3%
COc1ccc(S(=O)(=O)N(C)C[C@H]2Oc3ccc(NC(=O)C4CC4)cc3C(=O)N([C@H](C)CO)C[C@@H]2C)cc1	8%	-22%	?	5%	0%	i	11%	9%	?
OCCC1CN(Cc2nc3ccccc3s2)CCN1CCc1ccccc1 (stereo unspecified)	-9%	-14%	-27	?	-4%	i	-15%	15%	21%
CC(=O)N[C@@H](C)C(=O)N1CCN(S(=O)(=O)c2ccc(Cl)cc2)CC1	-6%	i	2	1%	0%	i	3%	1%	-4%
CCOc1ccc(NC(=O)Cn2nc(-c3ccccc3Cl)n(CC)c2=S)cc1	-1%	-51%[inhibitor][57.5 µM]	-2	?	2%	i	-7%	-5%	17%
CCN1C2=C(C(=O)CCC2)C(c2ccc(O)c(Br)c2)C2=C1CCCC2=O	-5%	i	-1	-11%	-6%	i	4%	-9%	?
COc1ccccc1-c1nnc(C2CCN(S(=O)(=O)c3ccc(CC(C)C)cc3)CC2)o1	-8%	-12%	.	?	.	.	6%	.	?
O=S1(=O)c2c(Oc3cccc4ccccc34)cccc2OC(COCc2ccccc2)CN1C1CCCC1 (stereo unspecified)	-13%	-21%	27	?	-2%	i	2%	-4%	17%
CN(C)CCNC(=S)Nc1ccc(-c2nc3ccccc3[nH]2)cc1	-14%	i	-8	?	-6%	i	-3%	-4%	1%
O=C1CCC([N+](=O)[O-])C(c2cc3c(cc2Br)OCO3)N1 (stereo unspecified)	29%	i	-11	1%	0%	i	5%	0%	.
CCCCNC(=O)c1onc(CSc2ccccc2C)c1C(=O)O	1%	i	1	?	-6%	i	-12%	-4%	-26%
O=C(O)C(=Cc1cc2c(cc1[N+](=O)[O-])OCO2)c1cc2c(cc1Br)OCO2	0%	2%	4	12%	-3%	i	-4%	3%	.
O=C(CN1C(=O)C2CCCCC2C1=O)OCc1nnc(-c2ccccc2)o1 (stereo unspecified)	-7%	i	-7	59%[activator]	0%	i	6%[9.22 µM]	1%	-4%

Further results
smiles	Abeta yeast res	PTHR1 agonist	DRD3 antagonist	GLP1R inv ag	aSyn yeast inh	Akt phos inh	TDP43 rescue	GLP-1R agonist	FUS suppressor
CCOC(=O)C(C#N)(Cc1ccc2ccccc2n1)Cc1ccc2ccccc2n1	24%	-23%	56	?	?	i	?	21%	23%
CCCN(CCC)S(=O)(=O)c1ccc(C(=O)Nc2cccnc2)cc1	-3%	-8%	13	-16%	4%	i	30%	0%	-16%
Cc1c(C(=O)O)sc(=S)n1CCOc1ccccc1	-12%	-16%[57.5 µM]	16	8%	0%	i	-7%	-5%	-3%
O=[N+]([O-])c1ccc(Cl)cc1NCC1CCCO1 (stereo unspecified)	-8%	i	-9	?	0%	i	11%	10%	-18%
C/C=C/c1ccc(OCC(O)CN2CCCCCCC2)c(OC)c1 (stereo unspecified)	-12%	-27%	?	?	-2%	i	-6%	1%	19%
Cc1nnc2n1N=C(c1ccc(OC(F)F)cc1)C(C)S2 (stereo unspecified)	-4%	i	-20	80%[activator]	-2%	i	-14%	18%	39%

Not all compounds are listed (hit frequency here may not be typical).
